GPR151 activ – activators of human GPR151, primary screen, cell-based, PathHunter beta-arrestin, luminescence; 650,000 tested, 1% active; activation, % at 11.2 µM; AID 1508602, 2020; PathHunter beta-arrestin GPR151 cells; in the data active = activation above about 4.9%;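 also: 0% = median of compound wells and 100% = cells with positive control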
Target sequence (Q8TDV0 whole entry, looked up): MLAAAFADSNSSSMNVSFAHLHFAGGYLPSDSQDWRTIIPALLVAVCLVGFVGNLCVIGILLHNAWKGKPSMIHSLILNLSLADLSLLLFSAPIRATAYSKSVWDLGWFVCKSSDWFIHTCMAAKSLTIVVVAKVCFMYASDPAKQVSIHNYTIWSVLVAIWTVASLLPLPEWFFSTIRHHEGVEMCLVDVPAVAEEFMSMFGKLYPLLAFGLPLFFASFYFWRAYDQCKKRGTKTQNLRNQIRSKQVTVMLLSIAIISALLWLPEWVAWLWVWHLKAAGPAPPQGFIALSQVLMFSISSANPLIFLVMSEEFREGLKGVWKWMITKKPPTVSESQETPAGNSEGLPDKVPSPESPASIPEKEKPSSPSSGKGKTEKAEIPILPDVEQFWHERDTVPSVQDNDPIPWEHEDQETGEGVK
FBW7 act – FBW7 E3 ligase activators, primary screen, biochemical, AlphaScreen, human; 650,000 tested, 0.13% active; normalized activity (activation), % at 26.1 µM; AID 1259310, 2017; AlphaScreen FBW7–phospho-cyclin E peptide binding, activator screen; F-box/WD repeat-containing protein 7 (Homo sapiens), Q969H0; in the data active = normalized activity above about 1.9%;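 also: purified mutant Fbw7 with reduced substrate affinity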
TEAD-YAP inh – TEAD-YAP interaction inhibition, primary screen, TEAD-YAP interaction inhibitor project, luminescence, HEK-TIYL cells. TEAD-Gal4/YAP UAS-luciferase luminescence. inhibition, % at 9.12 µM. 640,000 tested, 1.4% active; in the data active = inhibition above about 32%;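 also: 0% = median of test compound wells and 100% = reference inhibitor wells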
MITF primary – MITF inhibitors, primary screen, biochemical, AlphaScreen, human; Microphthalmia-associated transcription factor (Homo sapiens), O75030; AlphaScreen MITF homodimerization, bead proximity signal; inhibition, % at 2.6 µM; 650,000 tested, 0.91% active; in the data active = inhibition above about 50%;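 also: 0% = vehicle wells with protein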
Target sequence (O75030 whole entry, looked up): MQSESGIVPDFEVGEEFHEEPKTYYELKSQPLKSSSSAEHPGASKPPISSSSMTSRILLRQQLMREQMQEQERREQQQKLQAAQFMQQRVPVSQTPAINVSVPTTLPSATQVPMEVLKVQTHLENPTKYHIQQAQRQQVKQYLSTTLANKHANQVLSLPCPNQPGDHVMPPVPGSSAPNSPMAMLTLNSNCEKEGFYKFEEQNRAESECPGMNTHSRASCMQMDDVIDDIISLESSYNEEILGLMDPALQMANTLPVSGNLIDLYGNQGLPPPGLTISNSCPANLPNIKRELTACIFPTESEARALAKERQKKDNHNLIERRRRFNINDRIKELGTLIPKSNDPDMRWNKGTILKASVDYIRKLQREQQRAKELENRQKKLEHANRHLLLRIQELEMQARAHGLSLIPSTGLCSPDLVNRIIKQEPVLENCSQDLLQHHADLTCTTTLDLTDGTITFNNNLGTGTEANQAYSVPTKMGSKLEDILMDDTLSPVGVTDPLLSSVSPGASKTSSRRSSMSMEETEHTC
The depositor's hits bear a star; · = no result given. Outcome played no part in choosing rows (roughly 3.4% active in at least one column).

SMILES,GPR151 activ,FBW7 act,TEAD-YAP inh,MITF primary
O=C(/C=C\c1ccccc1[N+](=O)[O-])Nc1ccccc1,-2.3,-0.1,-41,-1
COc1ccccc1CN(C)CC(=O)N(C)c1c(N)n(Cc2ccccc2)c(=O)[nH]c1=O,3.3,-0.1,1,-7
O=C1C(=O)N(Cc2ccccc2)c2ccc(Cl)cc21,-1.2,0.7,17,8
Cc1cc(C)cc(OCCn2cc(/C=C3/C(=N)N4N=C(C5CCCCC5)SC4=NC3=O)c3ccccc32)c1,0.4,0.3,11,5
Cc1cccc(NC2=C(N3CCN(C)CC3)C(=O)c3ccccc3C2=O)c1,-0.8,-0.1,-21,3
CCC1=NN2C(=N)/C(=C/c3cc(Br)c(OCCOc4cccc(C)c4)c(OC)c3)C(=O)N=C2S1,2.7,-0.1,-15,2
CCS(=O)(=O)Nc1cccc(N2CCC(NCC3(c4ccccc4)CCCC3)CC2)c1,3.0,0.1,1,7
CC(=O)c1cc(-c2ccc(F)cc2)n(CC(=O)NC(C)(C)C)c1C,0.8,0.0,-4,6
CC(=O)c1ccc(OCC(O)CN2CCC(C)CC2)cc1 (stereo not drawn),0.4,0.0,-13,-5
COc1ccc(Cl)cc1C(=O)Nc1cccnc1Cl,0.0,0.2,-3,2
CCN1C(=O)c2ccccc2S(=O)c2ccc(C(=O)NC(C)c3ccccc3)cc21 (stereo not drawn),0.0,-0.2,-5,5
O=c1oc2ccc3ccccc3c2cc1-c1nc(-c2ccccc2)cs1,1.3,0.0,7,1
CS(=O)(=O)N(CC(O)Cn1cc(/C=N/O)c2ccccc21)c1ccc(Cl)cc1 (stereo not drawn),-0.9,0.6,13,17
COc1ccc(NC(=O)c2ccccc2NC(=O)COc2ccc([N+](=O)[O-])cc2)cc1,-0.2,1.0,-14,14
CC(C)OCCCN1C(=O)C2C(C(=O)Nc3ccc(F)c(Cl)c3)C3C=CC2(O3)C1C(=O)NC1CCCC(C)C1C (stereo not drawn),-1.0,0.0,0,-13
COc1ccc(CN2CCN(Cc3cccc(F)c3F)CC2CCO)c(F)c1 (stereo not drawn),0.7,-0.1,4,7
COc1cc(C)c(/C=C2/C(=O)NC(=O)N(Cc3ccco3)C2=O)cc1C,2.2,-0.1,-7,52*
CC(C)(C)c1csc2ncc(C(=O)NCCc3ccncc3)c(=O)n12,0.2,-0.1,8,4
COc1cc(C(=O)N2CCc3c(F)c(F)c(F)c(F)c32)cc(OC)c1OC,2.6,-0.1,-9,4
O=C(CSc1nc2ccccc2[nH]1)NCC12CC3CC(CC(C3)C1)C2,-0.2,0.1,-18,-82
CC(NC(=O)Cc1ccc(Cl)cc1)c1nc(-c2ccncc2)n[nH]1 (stereo not drawn),1.7,-0.1,-5,-2
COc1ccc(NC(=O)c2cc3n(n2)C(C(F)(F)F)CC(c2ccc(C)cc2)N3)cc1Cl (stereo not drawn),-0.5,-0.1,-8,17
Cc1nc(NCCNC(=O)c2ccco2)c2c(C)c(C)sc2n1,0.7,-0.1,-5,2
COc1ccc(Cl)cc1-c1csc(/C(C#N)=C/c2ccccc2)n1,-0.5,0.0,7,6
COc1ccc(C(=O)N/N=C/c2ccc(OC)c(OC)c2C(=O)O)cc1,1.4,0.0,-12,-1

As a short view, part of the list above.
SMILES,GPR151 activ,FBW7 act,TEAD-YAP inh,MITF primary
CC(=O)c1cc(-c2ccc(F)cc2)n(CC(=O)NC(C)(C)C)c1C,0.8,0.0,-4,6
CC(=O)c1ccc(OCC(O)CN2CCC(C)CC2)cc1 (stereo not drawn),0.4,0.0,-13,-5
COc1ccc(Cl)cc1C(=O)Nc1cccnc1Cl,0.0,0.2,-3,2
CCN1C(=O)c2ccccc2S(=O)c2ccc(C(=O)NC(C)c3ccccc3)cc21 (stereo not drawn),0.0,-0.2,-5,5
O=c1oc2ccc3ccccc3c2cc1-c1nc(-c2ccccc2)cs1,1.3,0.0,7,1
CS(=O)(=O)N(CC(O)Cn1cc(/C=N/O)c2ccccc21)c1ccc(Cl)cc1 (stereo not drawn),-0.9,0.6,13,17
COc1ccc(NC(=O)c2ccccc2NC(=O)COc2ccc([N+](=O)[O-])cc2)cc1,-0.2,1.0,-14,14
CC(C)OCCCN1C(=O)C2C(C(=O)Nc3ccc(F)c(Cl)c3)C3C=CC2(O3)C1C(=O)NC1CCCC(C)C1C (stereo not drawn),-1.0,0.0,0,-13
COc1ccc(CN2CCN(Cc3cccc(F)c3F)CC2CCO)c(F)c1 (stereo not drawn),0.7,-0.1,4,7
COc1cc(C)c(/C=C2/C(=O)NC(=O)N(Cc3ccco3)C2=O)cc1C,2.2,-0.1,-7,52*

Continued:
SMILES,GPR151 activ,FBW7 act,TEAD-YAP inh,MITF primary
NC(=S)c1cc2ccccc2oc1=O,2.6,-0.2,-4,-2
CC(C)c1cc(C(=O)Nc2ccc(F)cc2F)no1,-0.5,-0.1,-60,8
NC1=C(c2ccc(F)cc2)C(=O)CS1,1.9,0.6,11,8
CN(C)C(=O)/C(=C/c1ccc(-c2cccc([N+](=O)[O-])c2)o1)NC(=O)c1ccccc1,-1.3,0.2,1,3
COc1ccc(CNC(=O)CC2C(=O)NCCN2Cc2cccc(F)c2F)cc1 (stereo not drawn),-0.3,-0.1,7,9
O=C(c1ccc(Cl)cc1Cl)N1CCN(c2ccc(F)cc2)CC1,1.9,0.6,-1,-1
O=C(NC(C(=O)O)c1ccccc1)c1ccc(S(=O)(=O)N2CCCC2)cc1 (stereo not drawn),3.9,-0.1,-13,-8
C[C@H]1NC(=O)[C@@H]2C[C@H](NC(=O)Nc3cccc(Cl)c3)CN2C1=O,-0.4,-0.4,-2,5
O=C(c1cccc(F)c1)N1CCN(c2c(Cl)cccc2[N+](=O)[O-])CC1,-0.6,0.2,4,3
O=C(OCc1ccc([N+](=O)[O-])cc1)C1COc2ccccc2O1 (stereo not drawn),-1.3,-0.2,6,-3
CCOC(=O)C1CCc2sc(NC(=O)Cn3nc(C)cc3C)nc21 (stereo not drawn),-1.2,-0.1,10,-1
O=C(NCC1CCCO1)c1oc(=O)c2ccccc2c1-c1ccccc1 (stereo not drawn),-1.1,0.1,3,11
Cc1ccc(-c2ccc(=O)n(CCC(=O)NCCN3CCCCC3C)n2)cc1 (stereo not drawn),0.0,0.6,1,3
Cc1c(C(=O)NC(C)c2ccco2)cnn1-c1ncc2c(n1)-c1ccccc1CC2 (stereo not drawn),-0.2,-0.3,4,-23
COc1cc(C(=O)NCc2nnc(SCC(=O)N3CCc4ccccc43)n2-c2cccc(C(F)(F)F)c2)cc(OC)c1OC,-0.3,0.0,3,19
COc1ccccc1OCC#CCNC1CCCC1,-2.2,0.5,-1,55*
Cc1ccc(-n2nnc3c(=O)n(CC(=O)N4CCc5ccccc54)cnc32)cc1Cl,3.9,0.0,6,-10
CN(C)c1ccc(CNC2CCN(Cc3ccccc3)CC2)cc1[N+](=O)[O-],0.3,-0.2,10,44
Cc1cc(C(=O)Nc2cccc(Cl)c2N2CCOCC2)ccc1[N+](=O)[O-],-2.1,-0.1,-7,2
CC1CCC2(CC1)NC(=O)N(NC(=O)CCl)C2=O (stereo not drawn),-0.5,-0.2,4,4
O=C1CC(C(=O)N2CCC(c3[nH]ncc3-c3ccccc3)CC2)c2ccccc21 (stereo not drawn),2.4,0.4,-3,28
Cc1ccc(NC(=O)CSc2nc(C)cc(C(F)(F)F)c2C#N)cc1,2.5,0.2,2,-2
OCC#CCSc1nnc(-c2cccc3ccccc23)o1,-0.6,0.1,-7,-10
CCN1CCN(c2nc3c(c(=O)n(C)c(=O)n3C)n2CC(O)c2ccccc2)CC1 (stereo not drawn),0.6,0.0,9,5
CCOc1ccc(-c2cc(=O)c3cc(NC(=O)c4ccccc4OC)ccc3o2)cc1,0.2,0.2,-12,11
CCOC(=O)c1c(NC(=S)NCc2ccccc2)sc2c1CC(C)(C)OC2,-1.3,0.1,-6,11
CC1=CC(C)(C)NC(=S)N1c1ccccc1C,1.1,0.5,9,9
COc1ccc(S(=O)(=O)N2CCN(C3Cc4ccccc4C3)CC2)cc1,0.3,0.2,2,13
CS(=O)(=O)N(CC(=O)NCc1ccncc1)c1ccccc1Cl,0.0,0.2,-5,10
O=C(Nc1ncc(Cc2ccccc2Cl)s1)C1CCCO1 (stereo not drawn),-0.9,-0.1,-81,-9
COc1ccc(OC)c(C2C(C(=O)OC3CCCCC3)=C(C)NC3=C2C(=O)CC(C)(C)C3)c1 (stereo not drawn),-1.6,0.9,-7,-4
CCN1/C(=C\C=C(/C)C=O)Sc2ccccc21,3.2,-0.4,11,8
S=C(c1ccc(OCc2ccccc2)cc1)N1CCN(c2ccccc2)CC1,-0.8,0.0,14,9
O=C(Nc1nc2ccccc2s1)C1CC2CCC1C2 (stereo not drawn),-0.2,-0.1,-61,-10
CC(=O)Oc1ccc2nc(-c3ccc([N+](=O)[O-])c(C)c3)oc(=O)c2c1,-1.4,-0.3,4,35
CCC(C)c1ccc(OCCOCCN2CC(C)OC(C)C2)cc1 (stereo not drawn),0.9,0.1,12,28
O=C(CSc1nc2ccc(N3C(=O)c4cccc5cccc(c45)C3=O)cc2s1)c1ccc(Cl)cc1,1.7,-0.1,4,5
O=c1c2sccc2nc(SCc2cc(=O)n3ccccc3n2)n1CCCN1CCCCC1,-1.2,0.0,-2,1
CCC1(CC)OC(C2CCCCC2)Nc2ccccc21 (stereo not drawn),-0.4,0.0,0,8
CCOC(=O)C1(Cc2cccc(F)c2)CCN(CCO)CC1,-2.1,-0.1,3,-7
CC(/C=C/c1ccccc1)=N\N=C1/NC(=O)CS1,-0.9,0.5,8,17
Oc1ccc2ccccc2c1/C=N/c1nccs1,-1.0,-0.3,7,8
O=C(Nc1ccc(Cl)cc1Cl)c1c(O)c2cccc3c2n(c1=O)CCC3,1.6,-0.1,11,8
CCc1ccc(C(=O)/C=C/c2ccccn2)cc1,-1.0,0.1,-42,16
COc1ccccc1N1CCN(C(=O)CSc2ccccc2)CC1,2.7,0.0,-38,0
CCCOc1cccc(C(=O)Nc2cccc(-c3nc4cc(C)ccc4o3)c2C)c1,-0.3,0.3,6,0
O=C(O)c1cccc([N+](=O)[O-])c1C(=O)Nc1ccc([N+](=O)[O-])cc1,-0.9,-0.2,1,-19
COc1ccc(/C(O)=C2/C(=O)C(=O)N(c3ccccn3)C2c2ccc(OC)c(OC)c2)cc1 (stereo not drawn),0.7,0.2,0,8
O=C1NC(=S)N/C1=C/c1ccc(O)c(Cl)c1,0.6,0.0,5,8
CCOC(=O)c1cnc2cc(C(F)(F)F)ccc2c1Nc1cccc(Cl)c1,1.9,-0.1,-6,-4

Next structures.
SMILES,GPR151 activ,FBW7 act,TEAD-YAP inh,MITF primary
COc1ccc(-c2noc(NCc3ccccc3Cl)n2)cc1OC,3.3,0.0,-17,1
Cc1nc2ccccc2n1CC(O)COc1ccc2ccccc2c1Br (stereo not drawn),-1.2,0.1,45*,6
C/C(=N\Nc1ccccc1[N+](=O)[O-])C1C(=O)c2ccccc2C1=O,-0.8,-1.0,0,5
O=C(Oc1ccc(Br)cc1C(=S)N1CCCCC1)c1ccc(Br)cc1,-1.3,1.0,7,15
O=C(CN1CCNCC1)Nc1ccc(Oc2ccccc2)cc1,-0.9,-0.1,-4,-13
COc1ccc(COC(=O)N/N=C2\C[C@@H](O)[C@@H](O)[C@@H]3[C@@H]4C(=O)N(Cc5ccc6c(c5)OCO6)C(=O)[C@@H]4CC[C@H]23)cc1,-2.1,0.0,·,16
CC[C@H](C)[C@@H]1NC(=O)[C@@H]2C[C@H](NC(=O)Nc3cc(Cl)ccc3Cl)CN2C1=O,-2.3,-0.1,-13,-5
COc1ccc(OC)c(NC(=O)c2cc(S(=O)(=O)NCC3COc4ccccc4O3)ccc2F)c1 (stereo not drawn),-0.4,0.1,-1,20
COC(=O)C1=C(C)NC(SCC(=O)Nc2cccc(C)c2C)=C(C#N)C1c1ccccc1Cl (stereo not drawn),0.0,-0.1,-1,2
